# N370S GC = qHTS Assay for Inhibitors and Activators of N370S glucocerebrosidase as a Potential Chaperone Treatment of Gaucher Disease. actives 0.092% (n = 330,000). Potency, µM (series often up to 59.4 µM), for the others: top-dose activity change, negative = inhibition, actives largely listed as inhibitors. N370S GC spleen homogenate, 4MU-glucoside fluorescence. Lysosomal acid glucosylceramidase (Homo sapiens), P04062;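 note: 0% = full enzyme activity and -100% = no enzyme basal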
# TDP1 block = qHTS Assay for Inhibitors of Tyrosyl-DNA Phosphodiesterase (TDP1); recombinant TDP1, AlphaScreen DNA substrate cleavage; actives 0.28% (n = 350,000); Tyrosyl-DNA phosphodiesterase 1 (Homo sapiens), Q9NUW8; Potency, µM (titrated, usually from 130 µM), without a hit: top-dose activity change, negative = inhibition, hits mostly inhibitors; note: nearly all actives have a fitted effect of over 40% in size
# Target sequence (Q9NUW8 whole entry, looked up): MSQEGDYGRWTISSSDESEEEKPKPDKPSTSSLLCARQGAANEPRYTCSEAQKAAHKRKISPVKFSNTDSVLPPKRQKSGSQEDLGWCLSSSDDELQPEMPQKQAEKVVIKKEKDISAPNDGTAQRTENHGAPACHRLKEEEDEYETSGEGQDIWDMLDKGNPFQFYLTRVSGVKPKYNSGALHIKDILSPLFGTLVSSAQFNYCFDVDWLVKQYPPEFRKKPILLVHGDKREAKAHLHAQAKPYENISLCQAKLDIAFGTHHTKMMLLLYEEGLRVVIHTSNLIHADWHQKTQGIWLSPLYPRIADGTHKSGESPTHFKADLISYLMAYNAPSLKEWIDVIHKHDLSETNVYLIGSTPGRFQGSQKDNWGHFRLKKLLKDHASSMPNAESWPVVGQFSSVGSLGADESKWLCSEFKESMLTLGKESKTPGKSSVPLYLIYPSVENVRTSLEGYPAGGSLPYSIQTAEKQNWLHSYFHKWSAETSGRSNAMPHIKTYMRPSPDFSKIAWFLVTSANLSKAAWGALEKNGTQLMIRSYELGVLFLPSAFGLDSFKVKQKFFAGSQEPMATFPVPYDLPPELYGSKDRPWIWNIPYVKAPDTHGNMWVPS
#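 Tdp1 1 nM final; 15 min RT w/ cpd; substrate 15 nM, 5 min; beads 10 ug/ml, 10 min; AlphaScreen read. Neg ctrl: no enzyme.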
# TDP1 cell noCPT = qHTS for Inhibitors of human tyrosyl-DNA phosphodiesterase 1 (TDP1): qHTS in cells in absence of CPT | DT40 Tdp1-/- hTDP1 cells, no CPT, ATP luminescence, 48 h | Potency, µM (top dose mostly 46.2 µM), for the others: at the top dose activity change, negative = growth inhibition, actives largely listed as inhibitors | actives 15% (n = 420,000) | AID 686978, 2013; note: nearly all actives have a fitted effect of over 55% in size
#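 Chicken DT40 Tdp1-/- cells stably complemented with human TDP1 were seeded at 400 cells/well with DMSO in place of 20 nM camptothecin. After compound pinning, cells grew at least 48 hr at 37 °C; viability read by CellTiter-Glo luminescence.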
# Starred values were filed as active, the others as inactive; ? = inconclusive; · = no result given; [ ] = remark or other dose. Calls come from the whole dose curve; as a rule, active = well fitted curve in the direction sought with a large enough effect; inconclusive = small, poorly fitted or top-dose-only effect, or another doubt; inactive = no such curve, though single readings can be large; an effect the other way counts as inactive or inconclusive. Unless noted, % is set by controls: 0 for no effect and ±100 for the full control effect; potency is the fitted concentration of half-maximal effect. Only part of the results is shown. The share of hits here may be higher or lower than overall.
SMILES,N370S GC,TDP1 block,TDP1 cell noCPT
O=C(NCCS(=O)(=O)N1CCN(c2ccc(F)cc2)CC1)C1CC(=O)N(c2ccc(F)cc2)C1 (configuration not stated),·,1%,-9%
O=C(CN1C(=O)C2C3CCC(C3)C2C1=O)N1CCN(Cc2ccccc2)CC1 (configuration not stated),20%,-4%,-14%
Cn1c(=O)c(C(=O)CN2CCOCC2)c(N)n(Cc2ccccc2)c1=O,24%,0%,2%
O=[N+]([O-])c1ccc(C(=S)N2CCN(c3ccc(F)cc3)CC2)cc1,-2%,4%,?
CCn1c(SCC(=O)c2[nH]c(C)c(C(C)=O)c2C)nnc1-c1ccncc1,0%,-2%,?
N/C(COc1ncn(-c2ccccc2)n1)=N\S(=O)(=O)c1ccc(Cl)cc1Cl,-24%,-1%,-28%
O=C(c1ccc(Br)o1)N(Cc1ccccc1)c1ccccn1,7%,-1%,-22%
O=C(O)c1cccc(COc2ccccc2Cl)c1,10%,0%,-17%
CCOC(=O)c1ccccc1NC(=O)c1cccnc1,11%,3%,-26%
CC1CCC(NC(=O)COC(=O)C2CC3CCCC(C2)C3=O)CC1 (configuration not stated),4%,5%,-3%

# Some of the entries so far, with two lines to a compound:
# Value order – N370S GC, TDP1 block, TDP1 cell noCPT
CCOC(=O)c1ccccc1NC(=O)c1cccnc1
  11%, 3%, -26%
CC1CCC(NC(=O)COC(=O)C2CC3CCCC(C2)C3=O)CC1 (configuration not stated)
  4%, 5%, -3%

# Next entries:
SMILES,N370S GC,TDP1 block,TDP1 cell noCPT
CC1=C(C)/C(=N\OS(=O)(=O)c2ccccc2)C=CC1=O,-6%,10%,0.56µM*
N#Cc1ccccc1Sc1ccccc1N,-3%,2%,-1%
Cc1ccc(NC(=O)CCN2C(=O)c3ccccc3S2(=O)=O)cc1F,2%,-20%[0.505 µM],-5%
O=C1C(=Nc2cccc(Cl)c2)CC(c2ccc(Cl)cc2)N1c1cccc(Cl)c1 (configuration not stated),-7%,3%,?
Cc1ccc(C(=O)NCC(c2ccco2)S(=O)(=O)c2ccc(Cl)cc2)cc1C (configuration not stated),·,-3%,21µM*
O=C(C1=C[C@@H](C2CCCCC2)C[C@@H](OCCCCO)O1)N1CCOCC1,-23%,0%,-19%
Cc1ccc(S(=O)(=O)N(CC(=O)NCc2cccs2)c2ccccc2)cc1,17%,2%[0.505 µM],-21%
Cc1occc1-c1nnc(SCC(=O)N2CCCCC2)o1,-2%,3%,0%
CC(C(=O)OCC(=O)Nc1ccc2c(c1)OCO2)N1C(=O)c2ccccc2C1=O (configuration not stated),7%,-6%,-26%
CCOc1ccccc1NC(=O)CNS(=O)(=O)c1ccc2nc(C)sc2c1,-2%,-1%,9%
O=C(CN1CCN(c2ccc(O)cc2)CC1)Nc1cc(S(=O)(=O)N2CCCCC2)ccc1Cl,-18%,5%,10µM*
CC(C)=C1C(=O)C(c2ccccc2)=C2CN3C(=O)N(CCc4ccccc4)C(=O)[C@]3(Cc3ccc(C(F)(F)F)cc3)[C@H]21,-8%,12%,·
CCOC(=O)c1[nH]c2c(c1C)C(=O)CC(c1ccco1)C2 (configuration not stated),4%,?,0.041µM*
O=C(Nc1ccc2c(c1)OCO2)c1sc2cc(Cl)ccc2c1Cl,-22%,-5%,?
S=c1[nH]c2ccccc2c2ccccc12,-13%,4%,?
CCOC(=O)OC(C)OC1=C(C(=O)Nc2ccccn2)N(C)S(=O)(=O)c2ccccc21 (configuration not stated),·,9%,2.1µM*
COc1cc(C2NC(=O)NC(C)=C2C(=O)NCc2ccccc2)c(Cl)cc1O (configuration not stated),19%[12.8 µM],-3%,-11%
Cc1cc(C)cc(NC(=O)c2cnn(-c3ccc(C)c(C)c3)c2C2CCNCC2)c1,·,7%,?
COc1cccc(C(=O)NCC(=O)OCc2cc(=O)n3ccsc3n2)c1,·,6%,-1%
CCOC(=O)c1oc2ccccc2c1NC(=O)c1cccc(OC)c1,18%,·,18µM*
O=C(CCCNC(=O)c1ccc(Cl)cc1)Nc1ccc(S(=O)(=O)Nc2ncccn2)cc1,7%,5%,?
Cc1ccccc1Nc1c(-c2cccnc2)nc2ccc(Br)cn12,-2%,6%,?
CCN1CCN(C(=O)c2ccc3c(=O)n(Cc4ccccc4OC)c(=S)[nH]c3c2)CC1,-1%,4%,2%
CCOc1ccc(C(=O)Nc2cccc(NC(=O)c3cccs3)c2)cc1[N+](=O)[O-],6%,5%,18µM*
CCC(CC)c1nnc(NC(=O)c2ccc(N3CCCC3=O)cc2)s1,4%,6%,-8%
Cc1cc(CN2CCCC(C(=O)Nc3ccc(-c4nc5ccccc5[nH]4)cc3)C2)n[nH]1 (configuration not stated),-2%,6%[56.1 µM],?
Cc1cc(C)n2nc(SCc3cccc(F)c3)nc2n1,-1%,·,-24%
COc1ccccc1NC(=O)c1c(NC(=O)CCC(=O)O)sc2c1CCCCC2,-7%,-2%,-16%
C[N+](C)(C)CCOP(=O)([O-])OP(=O)(O)OCC1OC(n2ccc(N)nc2=O)C(O)C1O (configuration not stated),14%,8%,2%
CCOC(=O)c1c(-c2ccc(C)o2)csc1NC(=O)CSc1nnnn1-c1ccccc1,-23%,7%,?

# A section of the results above, for reference:
SMILES,N370S GC,TDP1 block,TDP1 cell noCPT
O=C(NCCS(=O)(=O)N1CCN(c2ccc(F)cc2)CC1)C1CC(=O)N(c2ccc(F)cc2)C1 (configuration not stated),·,1%,-9%
O=C(CN1C(=O)C2C3CCC(C3)C2C1=O)N1CCN(Cc2ccccc2)CC1 (configuration not stated),20%,-4%,-14%
Cn1c(=O)c(C(=O)CN2CCOCC2)c(N)n(Cc2ccccc2)c1=O,24%,0%,2%
O=[N+]([O-])c1ccc(C(=S)N2CCN(c3ccc(F)cc3)CC2)cc1,-2%,4%,?
CCn1c(SCC(=O)c2[nH]c(C)c(C(C)=O)c2C)nnc1-c1ccncc1,0%,-2%,?
N/C(COc1ncn(-c2ccccc2)n1)=N\S(=O)(=O)c1ccc(Cl)cc1Cl,-24%,-1%,-28%
O=C(c1ccc(Br)o1)N(Cc1ccccc1)c1ccccn1,7%,-1%,-22%
O=C(O)c1cccc(COc2ccccc2Cl)c1,10%,0%,-17%
CCOC(=O)c1ccccc1NC(=O)c1cccnc1,11%,3%,-26%
CC1CCC(NC(=O)COC(=O)C2CC3CCCC(C2)C3=O)CC1 (configuration not stated),4%,5%,-3%
CC1=C(C)/C(=N\OS(=O)(=O)c2ccccc2)C=CC1=O,-6%,10%,0.56µM*
N#Cc1ccccc1Sc1ccccc1N,-3%,2%,-1%
Cc1ccc(NC(=O)CCN2C(=O)c3ccccc3S2(=O)=O)cc1F,2%,-20%[0.505 µM],-5%

# More results.
SMILES,N370S GC,TDP1 block,TDP1 cell noCPT
COC(=O)[C@@H]1C[C@H]1[C@@H](NS(=O)(=O)c1ccc(-c2ccccc2)cc1)c1ccccc1,9%,4%,·
O=c1cc(-c2ccco2)oc2c1ccc1ccccc12,5%,6%,-21%
CCOC(=O)c1ccc(N/C=C/C(=O)c2ccc(OC)c(OC)c2)cc1,3%,2%,?
COc1cccc(-c2c(C(=O)N/N=C/c3ccoc3)nnn2-c2nonc2N)c1,-10%,1%,2%
CCOC(=O)N1CCN(C(=O)CN(c2cccc(C)c2)S(=O)(=O)c2ccc(C)cc2)CC1,1%,1%,-10%
Cc1ccccc1OCc1nnc(SCc2cc(=O)c3ccc(C)c(C)c3[nH]2)n1C,·,5%,16µM*
CC[C@H](C)[C@H](NC(=O)[C@@H]1CCCN1C(=O)[C@H](C)NC(=O)[C@H](CC(N)=O)NC(=O)[C@@H]1CCCN1C(=O)[C@@H]1CCCN1C(=O)[C@H](CCCN=C(N)N)NC(=O)[C@H](Cc1ccc(O)cc1)NC(=O)[C@H](C)NC(=O)[C@@H]1CCCN1C(=O)[C@@H]1CCCN1C(=O)[C@@H](N)[C@@H](C)O)C(=O)N[C@@H](CC(C)C)C(=O)O,-5%,8%,·
COc1ccc(/C=C2\SC(=S)N(CCC(=O)Nc3cccc(O)c3)C2=O)cc1,-9%,·,?
C=CCSc1nc2ccccc2c2nc(-c3ccccc3)nn12,-1%,7%,-14%
CCOC(=O)Cc1csc(NC(=O)c2cccc(N3C(=O)CCC3=O)c2)n1,-8%,3%,-4%
CCc1cc2c(SCC(=O)c3ccc(C)cc3)ncnc2s1,9%,·,?
COc1ccc(NC(=O)C(NC(=O)c2ccccc2)C(C)C)cc1 (configuration not stated),0%,10%,4%
CC1CCN(c2c(NCC3CCC(C(=O)Nc4ccccn4)CC3)c(=O)c2=O)CC1 (configuration not stated),-14%,3%,?
O=C(Cn1ccc2cc(S(=O)(=O)N3CCCCC3)ccc21)NCc1ccccc1F,-6%,1%,?
Nc1nnc(CCCCCCCCCCc2nnc(N)s2)s1,-2%,5%,-11%
Cc1ccc(SCC(=O)OCC(=O)NCCc2ccc(S(N)(=O)=O)cc2)c(C)c1,·,0%,-7%
O=C(OC[C@@H](O)CO)c1ccccc1Nc1ccnc2cc(Cl)ccc12,-4%[21.6 µM],7%[21 µM],·
CCN(CC)Cc1c(O)ccc2c(=O)c(-c3ccccc3Cl)coc12,?,·,4%
COc1cc(-c2noc(-c3nnn(-c4ccc(Cl)cc4)c3C)n2)cc(OC)c1OC,·,5%,?
O=C(CCC1CCN(Cc2ccccc2Cl)CC1)NC1CC1,-19%,1%,-9%
CCc1ccc(NC(=O)COc2ccc(F)cc2C(=O)c2cnn(-c3ccccc3)c2)cc1,?,0%,?
CCOCCCNC(=O)CCSc1ccc(C)cc1,-2%,0%,-23%
CCOCCOC(=O)c1ccc(-n2cnc(C)n2)nc1,-4%,8%,8%
O=C(O)Cc1ccc(NC(=O)c2cccs2)cc1,2%,0%,-25%
CCNC(=O)NC(=O)CSc1nc2ccccc2n1CC(C)C,1%,0%,?
Cc1ccc(CNC(=O)c2cccc(N3CCCS3(=O)=O)c2)cc1,·,3%,-23%
CCN(CC)CCCN=Cc1c(O)n(-c2ccccc2C)c(=O)c2ccccc12,-4%,1%,-22%
CC(O)C(O)C(O)C(O)C1NCCS1 (configuration not stated),-3%,6%,-4%
Cc1cccn2cc(-c3ccc(F)cc3)nc12,-4%,1%,?
N#CCCn1c(=O)c(-c2cccc(C#N)c2)nc2cnc(N3CCOCC3)nc21,3%,·,0%
COc1ccc(C)c(S(=O)(=O)Nc2ccc(OCC(=O)O)cc2)c1,-3%,4%,1%
CCOC(=O)N1CCN(CC(O)COC2CC(C)CC(C)(C)C2)CC1 (configuration not stated),-5%,8%,?
Cc1cc(C)nc(SCc2cn3cc(Cl)ccc3n2)n1,-13%,5%,-39%
O=C(CSc1ncn(-c2ccccc2)n1)Nc1ccc(Br)cn1,?,4%,4%
COc1ccccc1CNC(=O)COC(=O)c1nc(Cl)ccc1Cl,-16%,8%[0.505 µM],-4%
COc1ccc2[nH]c(C(=O)O)c(CCN3C(=O)c4cccc([N+](=O)[O-])c4C3=O)c2c1,-8%,45µM*,-5%
CC1CN(S(=O)(=O)c2cc(C(=O)N(CCc3ccccc3)Cc3ccccc3)ccc2Cl)CC(C)O1 (configuration not stated),2%,2%,10µM*
Cc1ccc(C)c(NC(=O)Cn2cc(C(=O)c3ccncc3)c(=O)c3cc(F)ccc32)c1,·,2%,-3%
NC(=S)N/N=C\c1ccccc1OCc1ccccc1,20%,7%,?
O=C(CSc1nc(=O)n2ccccc2n1)Nc1ccc2c(c1)OCCO2,-8%,4%,?
CCOc1ccc(CCN2C(=O)CCC2(C)C(=O)NC(C)CC)cc1OCC (configuration not stated),-33%,1%,-1%
CCCCN(C(=O)NC(=O)Nc1cc(C)ccc1C)S(C)(=O)=O,4%,-3%,1%
CC1(NC(=O)CCS(=O)(=O)c2ccc(Cl)cc2)CCS(=O)(=O)C1 (configuration not stated),·,1%,16%
CCOC(=O)c1c[nH]n(-c2ccc(C)cc2)c1=O,3%,-8%,-13%
CC1OC(OCC2OC(Oc3c(-c4ccc(O)cc4)oc4cc(O)cc(O)c4c3=O)C(O)C(O)C2O)C(O)C(O)C1O (configuration not stated),-15%,-6%,4%
COc1ccc2nc(SCC(=O)Nc3nccs3)[nH]c2c1,19%,-1%,?
Cc1ccc(C)c(NC(=O)CCc2ccc(C)o2)c1,-1%,4%,-3%
CCn1cc(S(=O)(=O)c2cccc(C)c2)c(=O)c2cc(F)c(N3CCN(C)CC3)cc21,-2%,2%,7%
COC(=O)c1ccc(C2Nc3c(C)cc(C)cc3C3C=CCC32)cc1 (configuration not stated),·,8%,?
O=C(CSc1nnc(Cn2c(=O)sc3ccccc32)n1-c1ccccc1)NCc1ccco1,6%,3%,-26%
Cc1ccc(CNC(=O)Cn2c(=O)c3sccc3n(Cc3cccc([N+](=O)[O-])c3)c2=O)cc1,6%,1%,·
Fc1ccccc1N1CCN(c2ncnc3nc[nH]c23)CC1,4%,·,2%
Cc1ccc(CS(=O)Cc2ccc(C(=O)NCc3ccc(OC(C)C)cc3)o2)cc1 (configuration not stated),-8%,0%,-16%

# Source: PubChem
